M5 PAM: positive allosteric modulators of human muscarinic M5 receptor; P08912; activation, % at 3 µM; CHO-K1 hM5, Fluo-8 calcium, ACh EC20 PAM; 0% = ACh EC20, 100% = ACh EC100; 360,000 compounds, 0.3% hits;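 active means activation above the run cutoff, the mean activation of all test compounds plus 3 SD, cut at about 18% in these data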
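Assay system: CHO-K1 hM5 cells. Also added: acetylcholine at EC20 concentration, added after compound. Dosing: 3 µM, single dose. Times: compound preincubation 140 s before EC20 acetylcholine addition. Signal: Fluo-8 calcium fluorescence. Measure: % activation relative to EC20 and EC100 ACh responses. Repeats: singlicate, one well per test compound.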
M5 ag: CHRM5 agonism in calcium assay. CHO-K1 hM5 cells, Fluo-8 calcium fluorescence; 0% DMSO wells, 100% maximal acetylcholine response. activation, % at 3 µM. 360,000 compounds, 0.19% hits. P08912;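 active means activation above the run's mean over test compounds plus 3 SD, cut at about 23% in these data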;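 further: signal is peak over basal fluorescence ratio across the kinetic read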
M1 PAM: human CHRM1 positive allosteric modulation | P11229 | CHO-K1 hM1, Fluo-8 calcium fluorescence, ACh EC20; 0% = ACh EC20, 100% = maximal ACh | activation, % at 3 µM | 360,000 compounds, 0.088% hits | AID 588819; in the data active means activation above about 19%, passing the limit was not always enough
Target sequence (P11229 whole entry, looked up): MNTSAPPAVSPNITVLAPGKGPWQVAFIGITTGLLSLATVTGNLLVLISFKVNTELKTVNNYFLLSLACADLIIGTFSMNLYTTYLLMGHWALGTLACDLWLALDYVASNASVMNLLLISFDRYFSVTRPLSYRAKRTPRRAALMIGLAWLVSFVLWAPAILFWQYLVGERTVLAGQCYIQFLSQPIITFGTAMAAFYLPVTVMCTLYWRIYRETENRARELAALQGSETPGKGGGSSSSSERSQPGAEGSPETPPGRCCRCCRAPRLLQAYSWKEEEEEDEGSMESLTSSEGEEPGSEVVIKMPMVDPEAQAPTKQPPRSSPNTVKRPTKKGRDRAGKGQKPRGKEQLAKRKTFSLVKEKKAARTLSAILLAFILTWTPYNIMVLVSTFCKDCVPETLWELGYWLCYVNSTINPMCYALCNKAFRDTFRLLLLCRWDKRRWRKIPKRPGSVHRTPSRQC
CHRM1 antagonist: antagonists of human M1 muscarinic receptor | P11229 | CHO-K1 hM1, Fluo-8 calcium fluorescence, ACh EC80 antagonist | inhibition, % at 3 µM | 360,000 compounds, 1.3% hits | AID 588852;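 active means percent inhibition above its own plate's cutoff, namely the mean of that plate's compound wells plus 3 SD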;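 further: peak over basal fluorescence ratio during 140 s after agonist addition; 0% = ACh EC80 plus DMSO and 100% = DMSO alone without agonist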
M4 ag: agonists of human muscarinic M4 receptor (CHRM4); P08173; CHO-K1 hM4/Gqi5, Fluo-8 calcium fluorescence; vehicle 0%, full acetylcholine response 100%; activation, % at 3 µM; 360,000 compounds, 0.14% hits; AID 624127;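 active means activation above the run mean over all test wells plus 3 SD, cut at about 32% in these data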;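 further: peak over basal fluorescence ratio per well then scaled between controls; 0% = DMSO wells and 100% = acetylcholine at EC100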
Target sequence (P08173 whole entry, looked up): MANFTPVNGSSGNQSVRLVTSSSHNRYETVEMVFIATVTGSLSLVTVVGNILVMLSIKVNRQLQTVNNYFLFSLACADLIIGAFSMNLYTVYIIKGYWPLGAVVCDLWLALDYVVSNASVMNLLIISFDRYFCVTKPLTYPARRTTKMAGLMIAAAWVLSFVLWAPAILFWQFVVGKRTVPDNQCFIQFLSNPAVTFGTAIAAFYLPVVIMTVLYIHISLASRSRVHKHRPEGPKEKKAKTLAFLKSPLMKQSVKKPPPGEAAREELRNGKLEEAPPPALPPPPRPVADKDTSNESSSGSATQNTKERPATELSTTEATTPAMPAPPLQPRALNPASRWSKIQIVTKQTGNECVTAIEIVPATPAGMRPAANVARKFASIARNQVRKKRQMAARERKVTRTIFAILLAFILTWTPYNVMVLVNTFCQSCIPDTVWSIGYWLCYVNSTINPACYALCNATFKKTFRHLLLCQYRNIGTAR
M4 PAM: potentiates acetylcholine response at human M4 receptor | 360,000 compounds, 0.4% hits | CHO-K1 hM4/Gqi5, Fluo-8 calcium fluorescence, ACh EC20; 0% = ACh EC20, 100% = maximal ACh | P08173 | activation, % at 3 µM;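 active means activation above its plate's cutoff, the mean activation of sample wells plus 3 SD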; further: some results filed as inactive read as strong as hits
CRFBP-R2 agonist: CRF-BP/CRF-R2 complex agonism; AID 588473; activation, % at 13.2 µM; HEK293 CRF-R2/CRF-BP, calcium dye fluorescence (FLIPR); percent of saturating CRF peptide response; 350,000 compounds, 0.46% hits;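 active means activation of at least 50%, plus an integration ratio under a set limit after plate pattern correction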;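 further: plate controls were neutral control wells without compound for no effect and CRF at EC100 for full effect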
CHRM4 antagonist: blocks acetylcholine activation of human M4 receptor; CHO-hM4 cells, ACh EC80, Fluo-8 calcium fluorescence; inhibition, % at 3 µM; 360,000 compounds, 0.73% hits; AID 624125;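 active means inhibition above its plate's cutoff, the mean inhibition of sample wells plus 3 SD, cut at about 27% in these data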;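 further: 0% = acetylcholine EC80 with DMSO and 100% = DMSO without agonist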
M5 antag: CHRM5 antagonism in calcium assay | 360,000 compounds, 0.59% hits | CHO-hM5 cells, Fluo-8 calcium fluorescence, ACh EC80 | P08912 | inhibition, % at 3 µM;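 active means inhibition above a per-plate cutoff, the mean of that plate's test compounds plus 3 SD, cut at about 27% in these data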;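 further: 0% = acetylcholine EC80 with DMSO and 100% = DMSO without agonist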
Numbers without * were called inactive; nt = not tested or not shown.

Order of values: CRFBP-R2 agonist	M5 antag	M1 PAM	M4 PAM	M5 ag	M4 ag	CHRM4 antagonist	M5 PAM	CHRM1 antagonist
O=C1CCCC(=O)N1c1ccc(N2CCOCC2)c([N+](=O)[O-])c1
  0.3	6	-3	-6	0	0	2	0	16
O=C1c2cnc3nc(SCc4cccc(Cl)c4)nn3c2CC2c3ccccc3CCN12 (centres undefined)
  5.4	-1	7	-7	-2	-1	8	-1	-8
Cc1cc(NC(=O)COC(=O)C2CC(=O)N(c3cccc(Cl)c3)C2)no1 (centres undefined)
  -0.8	-5	31*	5	1	2	-14	1	-3
O=C(COc1ccc(Br)cc1Br)NC1CCCC1
  5.6	0	8	-1	1	2	-11	8	-6
COc1cc(C(=O)NCC(=O)NCC2COc3ccccc3O2)cc(OC)c1OC (centres undefined)
  1.3	1	-1	-1	1	0	0	0	0
Oc1csc(Cc2nc(-c3ccc(-c4ccccc4)cc3)cs2)n1
  0.6	2	9	9	-4	0	-9	-4	-14
O=[N+]([O-])c1ccc(-n2nnnc2CN2CCOCC2)cc1
  1.3	7	9	-4	0	0	10	3	-1
CC(OC(=O)c1ccc(=O)n(Cc2ccccc2)n1)C(=O)Nc1cccc(Cl)c1 (centres undefined)
  -1.8	5	-3	-6	-1	9	10	-3	9
CCn1c(SC/C=C/c2ccccc2)nnc1-c1cnccn1
  -0.9	-2	-8	-15	-3	1	5	2	16
Cc1cccc2cc(-c3nc4ccc(C(=O)O)cc4[nH]3)c(=O)oc12
  -1.1	-7	6	2	-4	1	-1	1	-6
COc1ccc(-c2sc3ccccc3c2C#CC2(O)CCCCC2)cc1
  0.5	10	7	6	-1	0	0	10	-6
Cc1noc(C)c1COc1ncnc2ccccc12
  -0.6	5	11	2	1	3	-7	6	-11
O=C(Nc1nc(-c2ccccc2)cs1)C1CCCCN1S(=O)(=O)c1ccccc1 (centres undefined)
  0.8	-1	-8	-8	-2	4	3	-14	13
CCN(CC)S(=O)(=O)c1ccc(Cl)c(C(=O)NC)c1
  -0.2	-3	5	11	0	0	-1	5	-1
Cc1c(C)c2ccc(OCC(=O)N3CCC(C(=O)O)CC3)cc2oc1=O
  -0.5	3	10	5	3	0	-19	-2	-13
CC1Cc2ccccc2N1C(=O)CN1C(=O)NC(C)(CCc2ccccc2)C1=O (centres undefined)
  0.9	11	9	2	3	2	7	1	-12
C/C=C/c1ccc(OCC(=O)OCC(=O)NC2CC2)c(OC)c1
  -0.4	-1	6	7	3	1	5	-2	0
Cc1cc(NC(=O)CSc2nnc(-c3ccncc3)n2Cc2ccccc2)n(-c2ccccc2)n1
  -1.0	-3	4	14	3	-1	5	6	-9
CCOC(=O)c1c(CN2CCNCC2)nc2ccc(Cl)cc2c1-c1ccccc1
  2.2	13	-3	-6	-7	8	6	-8	2
COc1cccc(C(=O)N2N=C(c3ccccc3)CC2(O)C(F)(F)F)c1 (centres undefined)
  19	9	-6	-4	-5	-1	7	-4	7
O=C(CCCOc1ccc(Cl)cc1Cl)NCCc1nnc2ccccn12
  -1.5	2	6	3	-4	2	2	1	-12
Cc1ccc(OC(=O)c2ccc(Br)o2)cc1
  -2.5	10	-1	15	9	23	14	6	4
CCCN(CCC)C(=S)NC(=O)c1ccc(Cl)cc1Cl
  2.2	0	2	0	-2	0	1	3	-3
Cc1cccc(C)c1-n1nnnc1C(c1ccnc2ccccc12)N(Cc1ccccc1)Cc1ccccc1 (centres undefined)
  nt	-2	nt	13	-4	0	-21	-1	nt
COc1ccc(C)cc1NC(=O)C(OC(=O)c1ccc([N+](=O)[O-])o1)c1ccccc1 (centres undefined)
  1.6	1	6	-7	-3	-1	-3	-1	-12
[O-][N+]1=C2CCC/C(=N\O)C2=NC12CCCCC2
  0.0	6	-2	1	0	0	-3	-3	7
CNC(=O)c1cc(Oc2ccc(NC(=O)Nc3ccc(Cl)c(C(F)(F)F)c3)cc2)ccn1
  5.9	30*	-17	-15	3	21	32*	-31	32
CN(c1ccc(C(=O)NCc2ccccc2)cc1)S(C)(=O)=O
  1.1	-4	-2	9	0	3	-24	-3	-7
Cc1nn(Cc2cccc(C(=O)Nn3cc([N+](=O)[O-])cn3)c2)c(C)c1[N+](=O)[O-]
  -3.5	2	12	7	-1	0	-5	-4	-11
Cc1ccccc1CO/N=C/c1[nH]ncc1Br
  -0.6	-4	10	1	2	0	-10	8	-15
CCc1ccc(NC(=O)C(C)Sc2ccc(S(=O)(=O)N3CCN(C)CC3)cn2)cc1 (centres undefined)
  5.1	0	-1	-1	1	5	-7	2	4
CN1CCN(S(=O)(=O)c2ccc(NC(=O)Nc3cccc(Cl)c3)cc2)CC1
  0.6	12	7	-8	3	13	29*	-3	13
CCN1CCCc2cc(CN(CCN3CCOCC3)C(=S)Nc3cccc(OC)c3)ccc21
  -0.2	-3	11	-7	-3	0	-1	6	-16
CC(C)(C)n1nc(-c2ccc(F)cc2)c2c(N)ncnc21
  -0.9	-2	4	4	-3	0	-7	-6	-7
O=C(NCc1n[nH]c(=S)n1-c1cccc(C(F)(F)F)c1)c1ccco1
  -1.0	15	12	-9	-3	1	-11	0	2
COc1ccc(-c2c(C#N)c(SCc3c(C)noc3C)nc3c2C(=O)CC(C)(C)C3)cc1
  8.9	-2	5	-2	0	0	5	-1	-4
C1CN(c2nc3nonc3nc2N2CCSCC2)CCO1
  3.5	10	12	5	-2	1	16	6	-10
Cc1c(CC(=O)O)c(=O)oc2c(C)c(OCc3ccc(F)cc3Cl)ccc12
  0.2	4	8	-7	-3	0	-1	1	-10
Cc1ccc(NS(=O)(=O)c2c(F)cc(F)c(Cl)c2F)cc1S(=O)(=O)N1CCOCC1
  -2.4	11	1	4	3	3	-19	13	-2
CS(=O)(=O)N1CCc2cc(C(=O)Nc3ccc(Cl)cc3)ccc21
  0.3	5	2	2	1	9	2	-4	-3
COc1cccc(NC(=O)CN(C)C(=O)c2cccc(S(=O)(=O)N3CCN(c4ccc(F)cc4)CC3)c2)c1
  -0.2	15	4	-5	-1	13	-16	-17	-7
COc1ccc(C(=O)NN2CC(O)=C(c3nc4ccccc4n3C)C2=N)cc1OC
  1.8	1	7	3	2	1	11	0	-9
CC(=O)Oc1ccc(C(=O)[C@H]2[C@H]3C(=O)N(c4ccc(C)cc4C)C(=O)[C@H]3[C@@H]3C=CC=NN32)cc1
  3.6	2	7	-5	9	2	-2	3	-5
Cc1ccc(/C=N/NC(=O)c2nnn(-c3nonc3N)c2-c2ccc3c(c2)OCO3)s1
  1.0	8	1	3	15	11	-12	-6	-1
CC(C)C(NC(=O)c1ccccc1)c1nnc(SCC(=O)Nc2nccs2)n1C (centres undefined)
  -0.5	-4	5	4	-1	0	5	1	-8
Cc1ccc(-n2nc3cc(Cl)c(NC(=O)c4ccco4)cc3n2)cc1
  2.6	-1	7	5	-2	0	10	1	-2
COP(=O)(OC)c1nc(-c2cccc3ccccc23)oc1N1CCCCC1
  -1.5	10	12	-1	-7	0	1	-2	-7
CCc1nc2ccc(C(=O)N3CCN(C(=O)c4ccco4)CC3)cn2c1N(CC)CCOC
  nt	-5	10	3	0	1	-12	3	-16
Cc1ccc2nc(CSc3nc(C)cc(C)c3C#N)[nH]c2c1
  -0.2	-8	-2	10	-2	1	4	8	-5
CCN1CCN(c2cc3c(nn2)Oc2ccccc2N3C)CC1
  0.1	1	5	-2	-3	0	1	-3	-13
CC1CCCN(c2nc3c(c(=O)[nH]c(=O)n3C)n2CCCc2ccccc2)C1 (centres undefined)
  0.3	4	-1	0	0	-1	4	-1	-1
COCCNC(=O)COC(=O)c1nsc(Cl)c1Cl
  0.0	3	11	10	0	0	3	-4	-13
CN(C(=O)COc1cccc(C#N)c1)C1CCS(=O)(=O)C1 (centres undefined)
  -0.8	-6	7	17	3	2	-9	2	-1
COc1ccc(C2C(C(=O)c3ccco3)=C(O)C(=O)N2CC2CCCO2)cc1OC (centres undefined)
  1.3	3	1	-4	-1	2	2	-2	0
CCc1ccc(NC(=O)c2c(Cl)nc(C)c(Cl)c2C)cc1
  0.6	-4	-4	16	-5	-1	-16	9	2
C=CCNC(=O)c1cnc2n(c1=O)CCS2
  -0.1	-3	-7	0	2	0	-12	-1	15
Cc1cc(C)c(NC(=O)CC(=O)c2ccccc2)c(Cl)c1
  0.2	0	4	3	-6	2	-3	5	-6
CCc1noc(C)c1C(=O)N(Cc1ccccc1)c1c(N)n(CCOC)c(=O)[nH]c1=O
  0.2	0	12	15	4	1	-4	0	-18
CC(C(=O)N1CCCCC1)n1ncn2cccc2c1=O (centres undefined)
  0.3	-7	12	-1	1	1	1	1	-16
Cn1c(SCC(=O)Nc2ccc3c(c2)CCC3)nnc1C1CC1
  -0.1	-2	-19	3	-3	3	-20	-6	29

Later entries
Order of values: CRFBP-R2 agonist	M5 antag	M1 PAM	M4 PAM	M5 ag	M4 ag	CHRM4 antagonist	M5 PAM	CHRM1 antagonist
CCN(CC)S(=O)(=O)c1ccc(C(=O)NCC(c2cccs2)N2CCOCC2)cc1 (centres undefined)
  2.8	-4	11	-16	1	-1	39*	4	-4
COC(=O)c1c(C(=O)OC)c2cccc3cc(-c4ccccc4)c4ccc1c4n32
  3.3	3	9	0	1	0	-2	1	-13
O=C(CCS(=O)(=O)c1cccs1)Nc1ccc(C(=O)NCc2cccs2)cc1
  3.3	-9	1	1	0	3	-12	-2	-3
Cn1c(SCC(=O)N/N=C/c2cc([N+](=O)[O-])ccc2O)nnc1-c1ccccc1
  62*	4	5	14	1	1	25	3	-9
